Bioassay records: PubChem BioAssay, several laboratories
AID772 – HT29 colon tumor cell growth inhibition, primary screen, imaging, high content imaging, 72 h, CellTiter-Glo (AID 772); HT29 cell growth, HCS imaging cell count, 72 h; active compounds read high; growth inhibition, % at 10 µM; 3,300 compounds, 0.6% hits;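 active means growth inhibition above 90%, meaning viable cell count cut by more than 90% versus vehicle controls; inactive means growth inhibition below 90%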
HT29 cell growth-1 – HT29 colon tumor cell growth inhibition, primary screen, imaging, high content imaging, 24 h, CellTiter-Glo (AID 770); HT29 cell number by imaging, 24 h; active compounds read high; growth inhibition, % at 10 µM; 3,300 tested, under 10 active;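 active means growth inhibition above 90% in viable cell count at a single dose; inactive means growth inhibition below 90%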
HT29 cell growth-2 – HT29 colon tumor cell growth inhibition, primary screen, imaging, high content imaging, 48 h, CellTiter-Glo (AID 771); HT29 cell growth, HCS imaging cell count, 48 h; active compounds read high; growth inhibition, % at 10 µM; 3,300 compounds, 2% hits;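 active means growth inhibition above 90%, meaning viable cell count by imaging cut by more than 90% versus vehicle controls; inactive means growth inhibition below 90%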;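 further: percent fewer viable cells counted by imaging than vehicle controls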
A549 proliferation – A549 NSCLC cell proliferation inhibitors – ATP luminescence, human non-small cell lung line, primary screen (AID 371). A549 growth inhibition, ATP luminescence; active compounds read high. growth inhibition, % at 10 µM. 3,300 compounds, 8.4% hits;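 active means mean growth inhibition over the two runs of 50% or more; inactive means mean growth inhibition under 50%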;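 further: compound exposure lasted 72 h before the ATP read; 0% = untreated cell signal and 100% = no luminescence left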
AID364 – cytotoxicity toward Jurkat T cells, primary screen, cell-based, Jurkat E6.1, NIH starter set (AID 364); Jurkat E6.1 viability, ATP luminescence, 48 h; higher % means a stronger effect; inhibition, % at 4 µM; hits with a dose series show CC50 in µM; 3,300 compounds, 2% hits;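 active means concentration giving half-maximal inhibition at or below 20 micromolar; inactive means half-maximal concentration above 20 micromolar, or not dose tested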;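 further: 100% = cells treated with 4 µM doxorubicin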
HT29 cell growth-1 condensed nuclei – also measured in HT29 cell growth-1; calls as there; condensed nuclei, %; measured here: percent cells with condensed nuclei;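 share of cells whose nuclear area falls below control median minus 1.5 SD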
HT29 cell growth-1 ATP viability – also measured in HT29 cell growth-1; calls as there; growth inhibition, %; measured here: ATP CellTiter-Glo viability
HT29 cell growth-2 condensed nuclei – also measured in HT29 cell growth-2; calls as there; condensed nuclei, %; measured here: percent cells with condensed nuclei;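 condensed means Hoechst nuclear area under control median minus 1.5 SD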
HT29 cell growth-2 ATP viability – recorded beside HT29 cell growth-2, whose call it bears; growth inhibition, %; measured here: ATP CellTiter-Glo viability inhibition
AID772 condensed nuclei – further read-out of AID772, marked with its call; condensed nuclei, %; measured here: percent cells with condensed nuclei;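 condensed means nuclear area below control median minus 1.5 SD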
AID772 second – recorded beside AID772, whose call it bears; growth inhibition, %; measured here: ATP CellTiter-Glo viability
The depositor's hits bear a star; . = not tested or not shown. This is a subset, so the mix of outcomes need not match the whole.

SMILES	AID772	AID772 condensed nuclei	AID772 second	HT29 cell growth-1	HT29 cell growth-1 condensed nuclei	HT29 cell growth-1 ATP viability	HT29 cell growth-2	HT29 cell growth-2 condensed nuclei	HT29 cell growth-2 ATP viability	A549 proliferation	AID364
COC(=O)c1ccc(C2/C(=C(\O)c3ccc(OC)c(C)c3)C(=O)C(=O)N2c2cc(C)on2)cc1 (centres undefined)	-66	5	-53	-25	2.3	-15	58	11	19	21	-6%
Cc1nc2n[nH]c(N)c2c2c1COC(C)(C)C2	-28	2	-16	1	1.8	1	13	2.1	13	-3	1%
CCNCc1cc2cc(C)ccc2[nH]c1=O	-82	2	-58	24	3.0	3	14	2.4	-16	10	3%
Cn1c(=O)[nH]c(=O)c2c1nc(Br)n2CCSc1ncccn1	-5	8	-17	18	4.3	-3	52	2.2	-6	4	0%
S=c1nc(-c2ccccc2)[nH]n1-c1ccccc1	55	3	23	-11	1.6	5	52	2.8	6	2	4%
CCCCOc1ccc(C)cc1CN(CCO)CCO	22	3	0	-2	3.7	-1	-5	1.4	2	1	6%
Cc1cc(/C=c2/sc3nc4ccccc4n3c2=O)c(C)n1-c1ccccn1	-27	5	2	24	3.7	15	15	9.8	11	35	12%
COc1ccc(Nc2nc(Nc3ccc(OC)cc3)nc(-n3[nH]c(=O)c(C)c3C)n2)cc1	47	14	1	-52	2.5	-18	4	1.2	-7	39	4%
CCOc1ccc(-c2nc(C#N)c(N3CCN(CC)CC3)o2)cc1	34	5	-2	7	7.5	-2	20	2.3	12	20	-9%
Oc1oc(-c2ccccc2)nc1C=NCc1ccncc1	3	3	-3	2	3.2	-2	-10	4.1	-16	10	2%
Oc1ccc2ccccc2c1/C=N/n1cnnc1	-3	16	1	37	7.0	5	41	1.8	4	10	-3%
COc1ccc(/C(O)=C2/C(=O)C(=O)N(CCN3CCOCC3)C2c2cccnc2)cc1OC (centres undefined)	4	9	-19	2	1.6	-13	-49	3.8	-40	2	-1%
O=C1CC(c2ccco2)CC(O)=C1C=Nc1cc(Cl)ccc1O (centres undefined)	20	4	10	-29	2.3	-10	11	3.6	-5	52*	-3%
CCN(CC)CCN1C(=O)C(=O)/C(=C(/O)c2c(C)[nH]c(C(=O)OC)c2C)C1c1ccco1 (centres undefined)	-27	3	-26	3	3.7	-15	-63	2.0	-24	-5	4%
Cc1ccccc1N1C(=O)C2ON(c3ccccc3)C(c3cccnc3)C2C1=O (centres undefined)	27	4	-5	2	5.3	-5	18	2.9	-14	-3	6%
COc1ccc(OC(=O)c2cc3ccccc3o2)cc1	25	3	12	6	2.4	-16	12	2.0	-41	7	-11%
COCCN(CCOC)C(=O)C12CCC(C)(C(=O)C1)C2(C)C (centres undefined)	31	11	-4	47	1.3	4	33	1.6	9	-1	4%
Clc1ccc(-n2ncc3c(N4CCCC4)ncnc32)cc1	11	2	-33	-16	4.5	-13	-4	2.7	-9	3	15%
CCOC(=O)C1(C(=O)OCC)C(c2ccccc2)CC(O)N1C(C)=O (centres undefined)	-26	5	-4	-4	4.8	11	13	8.1	-10	1	0%
CN(C)CCNc1nc(-c2ccco2)c2c(c1C#N)CC(C)(C)OC2	60	2	42	13	5.8	7	56	3.1	25	8	-10%
Cc1cc(C)n(-c2nnc(C)n2/N=C/c2ccccc2F)n1	0	3	-25	-52	2.6	-13	-26	1.1	-14	-1	-4%
Cc1cc(COc2ccccc2OCCN2CCN(C)CC2)no1	4	2	10	-5	2.1	0	5	1.9	-9	1	3%
COCc1cc(=O)[nH]c(Nc2nc3ccccc3o2)n1	63	28	83	49	2.4	34	89	2.5	76	67*	19%
C/C(=N\O)C(=O)NCCCNCCCN(C)C	59	8	37	29	4.5	10	45	1.5	15	1	-4%
Cc1[nH]nc2c1C(CCc1ccccc1)C(C#N)=C(N)O2 (centres undefined)	-18	4	-13	-38	3.5	-14	-43	1.8	-1	0	-7%
CC1(c2ccco2)NC(=O)NC1=O (centres undefined)	17	13	7	12	2.5	-13	-32	2.9	-33	-1	-6%
O=C1[C@@H]2[C@H](C(=O)N1n1cnnc1)[C@H]1C=C[C@@H]2C1	-37	8	5	-12	2.7	2	0	1.1	11	-1	-1%
Cn1c(=O)n(CC(=O)Nc2ccccc2)c2ccccc21	19	3	19	4	2.7	-2	22	2.1	18	4	-6%
O=C(O)CC(SCc1ccc(C(=O)O)o1)C(=O)O (centres undefined)	27	3	2	-47	4.0	-13	-75	3.9	-46	-6	13%
Nc1nnnn1N=C1CCCCC1	-6	11	-18	52	11	-11	48	12	32	-2	-1%
Cc1cc(CCC(=O)O)c(C)cc1CCC(=O)O	-8	12	3	9	2.5	0	-43	2.5	-1	8	-4%
Cc1nnc2n(-c3ccccc3)c(=O)c3c4c(sc3n12)COC(C)(C)C4	26	14	-7	24	2.2	4	27	0.0	-2	-1	18%
COc1ccc2c(=O)c(-c3nc(C)cs3)coc2c1	-28	9	-20	29	6.4	5	26	2.8	-8	32	1%
COc1cccc(-c2nc(NCCN3CCOCC3)c3ccccc3n2)c1O	38	23	86	59	6.0	29	67	16	69	81*	-1%
CCOC(=O)COc1ccc(Oc2nc(C)cc(OC)n2)nn1	29	1	4	-1	5.2	2	-81	4.3	2	-2	4%
Cc1cc(C)c(S(=O)(=O)O)c(C)n1	-32	3	-16	-23	4.2	-4	-53	1.7	-8	3	-6%
O=C(CN1C2=NCCN2c2ccccc21)N1CCOCC1	-33	3	-29	4	3.3	3	-8	1.7	0	-7	-9%
Oc1c(I)cc(I)c2cccnc12	51	9	30	15	2.1	-9	69	8.4	.	74*	-8%
C=CCNc1sc(C(=O)C2CC2)c(N)c1C#N	-37	2	-21	21	3.6	-7	-71	2.9	-10	-2	1%
CC(=O)[C@@]1(O)CC[C@H]2[C@@H]3C[C@H](C)C4=CC(=O)C=C[C@]4(C)[C@@]3(F)[C@@H](O)C[C@@]21C	-53	1	-24	-70	3.2	-18	-14	3.7	.	29	-8%

Compound profiles, as listed above. Values in the order: AID772 | AID772 condensed nuclei | AID772 second | HT29 cell growth-1 | HT29 cell growth-1 condensed nuclei | HT29 cell growth-1 ATP viability | HT29 cell growth-2 | HT29 cell growth-2 condensed nuclei | HT29 cell growth-2 ATP viability | A549 proliferation | AID364
Record of `CCOC(=O)COc1ccc(Oc2nc(C)cc(OC)n2)nn1` = 29 | 1 | 4 | -1 | 5.2 | 2 | -81 | 4.3 | 2 | -2 | 4%
Record of `C=CCNc1sc(C(=O)C2CC2)c(N)c1C#N` = -37 | 2 | -21 | 21 | 3.6 | -7 | -71 | 2.9 | -10 | -2 | 1%
Record of `COc1ccc2c(=O)c(-c3nc(C)cs3)coc2c1` = -28 | 9 | -20 | 29 | 6.4 | 5 | 26 | 2.8 | -8 | 32 | 1%
Record of `Cc1cc(CCC(=O)O)c(C)cc1CCC(=O)O` = -8 | 12 | 3 | 9 | 2.5 | 0 | -43 | 2.5 | -1 | 8 | -4%

New compounds follow.
SMILES	AID772	AID772 condensed nuclei	AID772 second	HT29 cell growth-1	HT29 cell growth-1 condensed nuclei	HT29 cell growth-1 ATP viability	HT29 cell growth-2	HT29 cell growth-2 condensed nuclei	HT29 cell growth-2 ATP viability	A549 proliferation	AID364
O=C(O)c1cc2sccc2s1	33	8	-8	14	5.6	-8	5	2.4	-7	-6	-4%
CCOC(=O)COn1c(=O)c(-c2ccco2)[n+]([O-])c2ccccc21	7	4	-26	-7	4.2	-6	9	2.9	-15	0	4%
CCOC(=O)CSc1nc(N)c(C#N)c(-c2ccc(OC)cc2)c1C#N	13	10	-13	-8	4.0	-12	-5	2.5	-8	2	-14%
CCc1cccc2c3c([nH]c12)C(CC)(CC(=O)O)OCC3 (centres undefined)	-19	3	-16	-11	2.7	-19	22	4.0	.	4	2%
Cn1c(NCc2ccccc2)nc2c1c(=O)n(Cc1ccc(Br)cc1)c(=O)n2C	73	26	76	36	1.2	19	80	2.6	48	72*	6%
Cc1ccc2[nH]c3c(NCCN4CCOCC4)ncnc3c2c1	65	12	62	29	3.8	7	46	3.5	25	18	-5%
Clc1ccc(-n2ncc3c(NCc4cccs4)ncnc32)cc1	-13	2	-10	23	2.8	-12	-9	3.7	-1	21	18%
COc1cc2c(cc1OC)C1(CCCC1)C(N)=C2C#N	46	16	48	45	5.4	6	57	21	27	55*	15%
CCOC(=O)c1c(C)oc2ccc(OCC(=O)C(C)(C)C)cc12	44	2	26	17	5.6	1	21	1.9	7	20	8%
CCOc1cccc(-c2nnc3sc(C4CCCCC4)nn23)c1	8	14	34	45	5.3	32	61	3.1	21	79*	-1%
C(=N\n1cnnc1)/c1cccc(Oc2ccccc2)c1	-1	5	-2	-22	3.5	-4	-29	3.0	-4	21	2%
Cc1ccc2[nH]c3c(N4CCOCC4)ncnc3c2c1	-54	5	-45	-8	4.1	-2	42	0.5	16	35	4%
CN1[C@@H](CC(=O)c2ccccc2)CCC[C@H]1C[C@H](O)c1ccccc1	5	0	-7	-39	2.3	-15	-11	1.0	.	8	-2%
O=C(Nc1nccs1)NC(C(F)(F)F)C(F)(F)F	-1	6	-6	-12	2.5	-6	19	2.3	6	14	6%
CN=C1c2c(-c3ccccc3)c3cc(OC)ccc3n2CCN1C	72	50	91	12	4.5	28	68	7.5	57	29	9%
CN1C(=O)NC(c2ccccc2)C2=C1CN(Cc1ccccc1)C2=O (centres undefined)	33	12	0	-12	3.5	-6	-3	1.6	2	3	12%
CC(C)CN1C(=O)c2ccc(C(=O)Nc3ccccn3)cc2C1=O	18	7	-1	-18	2.9	6	-10	3.3	1	-10	-3%
C=CC[N+](C)(C)CCCNC(=O)/C=N/O	11	8	-5	-26	2.5	-6	-16	4.7	-8	-7	-6%
CC(O)c1n(C)c(Cl)c[n+]1C (centres undefined)	-26	3	-19	-2	2.7	-12	2	2.4	-11	1	-13%
CCOc1ccc(-n2c3nc4ccccc4nc3c3c(=O)n(Cc4ccco4)cnc32)cc1	-26	4	-14	-16	2.7	2	-47	7.8	-8	15	-5%
O=C(Cc1ccc(Cl)cc1)Nc1cccc(-c2nnc(-c3ccco3)o2)c1	-31	4	-45	2	2.3	-8	12	1.8	-19	21	-2%
CCCCn1c2nc3ccccc3nc2c2c(=O)n(CC(C)C)cnc21	23	4	-16	28	5.0	-15	24	1.3	-17	-6	-12%
Cc1ccc(S(=O)(=O)N(CC(O)CN2CCOCC2)c2cc(Cl)ccc2Cl)cc1 (centres undefined)	67	4	63	12	4.8	-9	14	1.1	21	6	7%
CCCCc1nc2n[nH]c(N)c2c2c1CCCC2	23	2	11	-49	2.0	-9	-14	2.1	8	12	-4%
Cc1nc2sc(C#N)c(N)c2c2c1CCCC2	7	4	3	-27	2.0	-7	14	1.1	-16	10	-2%
COc1ccc(CCN(C)CCCC(C#N)(c2cc(OC)c(OC)c(OC)c2)C(C)C)cc1OC (centres undefined)	21	1	-11	-19	1.5	-18	18	2.7	.	13	0%
O=C(O)CCCCCN1C(=O)CCC1=O	26	3	-13	-5	4.9	-7	42	2.1	-11	0	2%
C=CCOc1nc2c(c(=O)n(C)c(=O)n2C)n1Cc1ccc(Cl)cc1Cl	-47	3	-31	-9	2.6	-3	-8	2.7	-10	8	4%
CC(C)(C)C1=Nn2c(nnc2-c2ccccn2)SC1	-24	3	-54	-1	1.9	-2	-10	0.9	-22	0	-6%
CCN(CC)CCNc1nc(-c2ccco2)c2c(c1C#N)CC(C)(C)OC2	44	16	39	0	4.7	-2	38	3.6	11	20	5%
O=C(c1cccc(Cl)c1)N1CCN(C(=O)c2ccccc2F)CC1	-11	4	-25	17	2.3	-14	1	2.7	-16	0	-5%
N#Cc1nc(-c2ccc(Cl)cc2)oc1N1CCCCC1	27	10	23	-4	1.4	2	-7	1.2	13	21	8%
CCSc1nc2sc3c(c2c(=O)n1C1CCCCC1)CCN(C)C3	46	3	39	8	1.5	5	28	2.6	35	32	9%
CN(C)c1cccc2c(S(=O)(=O)N3CCOCC3)cccc12	8	7	-4	21	1.9	-2	-14	2.4	-19	16	1%
